# Source: PubChem
# Salmonella PhoP GFP: inhibitors of PhoP regulon expression, primary screen, Salmonella Typhimurium, GFP reporter (AID 1863). S. Typhimurium PhoP-regulated promoter GFP reporter, 4 h; higher % means a stronger effect. inhibition, % at 50 µM, or IC50 in µM where a hit was titrated. actives 0.16% (n = 300,000);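 active = inhibition over 29.93%, a cutoff 3 SD above the screen mean, later confirmed by dose response; inconclusive = inhibition over 29.93% but no dose response follow-up; inactive = inhibition at most 29.93% or unconfirmed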;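 also: 0% = low Mg2+ inducing control and 100% = high Mg2+ repressing control; strong numbers were not always called active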
# WT yeast gro inh: growth inhibition of WT strain, primary screen, mitochondrial fusion inhibitor project, WT and mutant strains, chemical genetic; inhibition, % at 10 µM; actives 2.1% (n = 190,000); mitochondrial fusion phenotypic screen; in the data active = inhibition above about 58%; tested in S. cerevisiae
# Myeloid diff MLP: induction of myeloid progenitor differentiation, primary screen, cell-based, flow cytometry, MLPCN library | ER-HoxA9 myeloid progenitors, lysozyme-GFP differentiation | calls only at 10 µM | actives 1% (n = 360,000);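 active = normalized GFP-positive differentiation at or above the plate's own cutoff, the solvent-only control mean plus 3 SD; inconclusive = no clear call, values can overlap the other calls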;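 also: cells exposed to compound for four days before flow analysis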
# T cell modulator: modulators of CD8 T cell-vesicle binding, primary screen, mouse 2C CD8+ T cells, flow cytometry; AID 2052, 2009; actives 0.068% (n = 330,000); calls only at 7 µM; 2C CD8+ T cell-vesicle binding; active compounds read low;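 active = response, share of CD8 T cells binding vesicles, and their 90th percentile fluorescence all below set limits, cut at about 80% in these data, passing the limit was not always enough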
#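 System: murine 2C transgenic CD8+ T lymphocytes; also added: QL9-loaded Drosophila micro-vesicles; times: binding 1.5 h at 37 °C; measured by: flow cytometry, PE anti-B7-1 (FL2) versus Alexa647 anti-CD8 (FL8), PFA-fixed; control set: Peptide-free naked vesicles (low) and QL9 vesicles with 0.7% DMSO vehicle (high)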
# RSV antiviral HEp-2: RSV antiviral activity via CPE protection, HEp-2 cells, primary 10 µM value included (AID 2391); actives 0.13% (n = 310,000); HEp-2 cells, RSV-induced CPE inhibition; higher % means a stronger effect; one-dose CPE inhibition, % at 10 µM; IC50 in µM for titrated hits; in the data active = a potency from the dose series; inconclusive = CPE inhibition mostly from about 23% at the one dose, without a potency; inactive = the rest, 99 in 100 with CPE inhibition below about 21%; also: strong numbers were not always called active
# West Nile virus CPE: West Nile virus antiviral activity, cell-based, CPE readout (AID 1621); West Nile virus-infected cells, CPE inhibition; higher % means a stronger effect; one-dose CPE inhibition, % at 10 µM; IC50 in µM for titrated hits; actives 0.02% (n = 290,000); in the data active = a potency from the dose series; inconclusive = CPE inhibition mostly from about 3.7% at the one dose, without a potency; inactive = the rest, 99 in 100 with CPE inhibition below about 2.2%; also: strong numbers were not always called active
# bCat nuc transl: modulators of beta-catenin nuclear translocation, primary screen, imaging, HeLa cells, immunofluorescence, high-content; actives 0.3% (n = 190,000); nuclear translocation activity, % at 5 µM;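 active = nuclear translocation activity above 50% at 5 µM, with a well cell count of 50 or more; inconclusive = wells under 50 cells across six images, flagged as toxic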;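 also: per-cell ratio of nuclear to cytoplasmic median beta-catenin stain intensity; plate controls were DMSO negative control for no effect and GSK-3 inhibitor IX positive control for full effect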
#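 Technique: fluorescence imaging of beta-catenin antibody stain plus DAPI / Material: human HeLa cell line / Incubation: compound treatment 24 h, 37°C, 5% CO2 / Read-out basis: % activation of per-cell nuclear versus cytoplasmic median beta-catenin signal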
# MgcRacGAP inhibition: MgcRacGAP GTPase-activating activity inhibitors, confirmation, biochemical, ADP Hunter fluorescence | Rac GTPase-activating protein 1 (Homo sapiens) | MgcRacGAP-stimulated Rac1 GTP hydrolysis, ADP Hunter fluorescence; higher % means a stronger effect; GST-tagged Rac1 F28L mutant substrate | one-dose inhibition, % at 30 µM; IC50 in µM for titrated hits | actives 0.6% (n = 340,000) | AID 624330, 2012;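 active = first-screen hits whose inhibition reached a set limit at any dose in the follow-up dose series; inconclusive = inhibition above the set first-screen limit but never retested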;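 also: fluorescence reports GDP produced by GAP-driven GTP hydrolysis; strong numbers were not always called active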
# SV40 large T antigen: SV40 large T antigen inhibitors, biochemical (AID 1903) | SV40 large T antigen ATPase/helicase inhibition assay; higher % means a stronger effect | inhibition, % at 20 µM; hits with a dose series show IC50 in µM | actives 0.39% (n = 310,000); in the data active = a potency from the dose series; inconclusive = inhibition mostly from about 32% at the one dose, without a potency; inactive = the rest, 99 in 100 with inhibition below about 32%; also: strong numbers were not always called active
# WT yeast gro inh mutant strain: recorded beside WT yeast gro inh, whose call it bears; inhibition, %; mitochondrial fusion phenotypic screen, mutant strain inhibition
# bCat nuc transl cell count 5 µM: further read-out of bCat nuc transl, marked with its call; cell count; measured here: cell count, cytotoxicity flag
# T cell modulator vesicle-bound %: second read-out of T cell modulator, no call of its own (marks repeat the call); double positive events, %; measured here: CD8+ vesicle-bound cell fraction;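 binding gate set so that unloaded-vesicle control wells show 10% double positive cells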
# Myeloid diff MLP GFP+ MAC1+ %: also measured in Myeloid diff MLP; calls as there; GFP+ MAC1+ double positive, %; measured here: differentiation confirmed by MAC1 staining
# Active calls of the source: *; i = inactive; ? = inconclusive; . = no result given. Rows were taken by chance. About 3.6% of those tested had a hit in this group.
# Results follow in this order: Salmonella PhoP GFP	WT yeast gro inh	WT yeast gro inh mutant strain	Myeloid diff MLP	Myeloid diff MLP GFP+ MAC1+ %	T cell modulator	T cell modulator vesicle-bound %	RSV antiviral HEp-2	West Nile virus CPE	bCat nuc transl	bCat nuc transl cell count 5 µM	MgcRacGAP inhibition	SV40 large T antigen
O=C(CSc1nnc(C2CC2)n1Cc1ccccc1)c1ccc(S(=O)(=O)N2CCOCC2)cc1
  2%	-9	-4	i	0.4	i	18	0.9%	0.0%	-1.1	1132	9%	3%
CCOc1ccccc1NC(=O)c1ccccc1-c1nc(-c2ccccc2OC)no1
  -4%	-17	-4	i	1.3	i	37	2.5%	0.6%	-3.7	1182	6%	26%
COC(=O)c1ccc(S(=O)(=O)c2ccc(Cl)cc2)c(N)c1
  -1%	.	.	i	0.7	i	24	14%	-0.6%	.	.	5%	13%
Cc1ccc(-c2nc(CSCC(=O)N3CCOCC3)c(C)o2)cc1
  5%	0	3	i	2.1	i	48	9.3%	-1.3%	2.2	868	11%	1%
CC(OC(=O)c1ccc2ncsc2c1)C(=O)NC1CCCCC1C (stereo unspecified)
  4%	.	.	i	0.1	i	24	3.9%	.	.	.	0%	10%
CCC(C)N1C(=O)S/C(=C/c2ccc(Sc3nc4ccccc4[nH]3)o2)C1=O (stereo unspecified)
  19%	4	11	i	3.4	i	15	17%	-1.0%	4.5	1338	3%	2%
CCOC(=O)CN1C(=O)S/C(=C/c2ccc3c(c2)n(C)c(=O)n3C)C1=O
  25%	14	-8	i	0.4	i	31	0.8%	0.1%	-3.8	589	8%	5%
CC(C)CN1C(=O)c2ccc(C(=O)Nc3nccs3)cc2C1=O
  -15%	-4	5	i	0.7	i	55	1.2%	.	-2.3	1186	4%	9%
COc1cc2nc(=S)n3[nH]c(COc4ccccc4C)nc3c2cc1OC
  ?	3	10	i	0.2	i	44	9.9%	-1.3%	-2.5	983	?	?
CCNC(=O)COc1ncnc2scc(-c3ccc(F)cc3)c12
  -11%	-28	-14	i	0.8	i	10	1.7%	0.6%	0.8	1080	9%	5%
Cc1ccc(C)n1-c1ccc(C(=O)O)cc1
  -2%	-28	-14	.	.	i	21	0.8%	-0.8%	.	.	.	.
Cc1c(NC(=O)/C(C#N)=C/c2ccccc2)c(=O)n(-c2ccccc2)n1C
  1%	-10	6	i	1.1	i	61	-0.6%	0.3%	-3.2	1022	-10%	16%
CC(C)c1ccc(-c2c(C#N)c(N)nc(SCC(=O)N3CCCCCC3)c2C#N)cc1
  1%	15	12	.	.	i	63	0.1%	-0.6%	-4.1	1174	.	5%
COc1cccc(CNC(=O)[C@H](C)NC(=O)C2CCN(S(=O)(=O)c3ccccc3)CC2)c1
  -8%	.	.	i	2.5	i	18	2.4%	-0.2%	.	.	8%	14%
COc1ccc(OC)c(S(=O)(=O)N2CCN(c3c(C)cccc3C)CC2)c1
  3%	13	-1	i	2.6	i	50	3.4%	-0.4%	-2.0	1149	5%	9%
O=C(NC(=O)c1ccccc1F)Nc1nc(-c2cccs2)cc(C(F)(F)F)n1
  -4%	-3	-25	i	1.5	i	40	3.7%	.	0.5	593	16%	6%
O=C(CCOc1ccccc1)Nc1ccccc1[N+](=O)[O-]
  -9%	-17	10	i	0.2	i	60	2.0%	-0.2%	-1.1	1095	15%	7%
O=C(NC(=S)N1CCCCC1c1cccnc1)c1ccc(Br)cc1 (stereo unspecified)
  -10%	.	.	i	1.0	i	12	3.3%	0.6%	.	.	.	8%
O=C(NCC1CCCO1)c1cccc(S(=O)(=O)Nc2ccc(F)cc2)c1 (stereo unspecified)
  .	.	.	i	0.5	i	41	0.4%	.	.	.	10%	.
COc1ccc(C(NC(=O)c2ccc(-c3ccccc3)cc2)c2ccccc2)cc1 (stereo unspecified)
  15%	-7	14	i	1.1	i	22	0.6%	.	-1.3	1185	13%	-2%
O=C(Nc1cccnc1)c1cc2c(s1)-c1ccccc1OC2
  -6%	.	.	?	.	i	6	?	1.6%	.	.	-11%	10%
CC1CCN(S(=O)(=O)c2ccc3c4c2CC(=O)N4CC(C)S3)CC1 (stereo unspecified)
  1%	.	.	i	3.2	i	8	3.5%	3.3%	.	.	7%	8%
Clc1nc2ccccc2cc1-c1nnn(-c2ccccc2Br)n1
  .	.	.	i	1.4	i	19	20%	-0.5%	.	.	3%	23%
COC(=O)c1ccccc1NC(=O)c1cccs1
  -4%	4	5	i	1.7	i	15	2.4%	-0.2%	.	.	-3%	-2%
Cc1cccc(OCCSc2nc3ccccc3n2CCC(=O)O)c1
  6%	.	.	i	0.1	i	15	2.0%	0.5%	.	.	1%	8%
Cc1cc(OCC(=O)N2CCC(O)(c3ccc(Cl)cc3)CC2)c2c(C)cc(=O)oc2c1
  1%	.	.	i	0.9	i	8	1.2%	0.0%	.	.	6%	7%
CCc1cccc(NC(=O)NC2CCCCC2)c1
  3%	1	4	i	1.2	i	24	2.8%	-0.7%	-0.8	1048	-6%	-1%
Cc1noc(C)c1COc1ccccc1C(=O)N(C)CC(=O)Nc1cccc(F)c1
  -10%	.	.	i	0.5	i	62	0.0%	.	.	.	1%	14%
CC1CCN(C(=O)c2ccc3c(c2)OCCO3)CC1
  -13%	2	8	i	0.3	i	5	-1.1%	0.6%	.	.	8%	6%
CCN1C(=O)CC(Sc2ccccc2C(=O)O)C1=O (stereo unspecified)
  0%	6	3	i	7.9	i	12	-1.4%	0.2%	-3.7	1185	1%	8%
O=C(NC1CCCC1)C(c1cccs1)N(C(=O)c1csnn1)c1ccccc1F (stereo unspecified)
  0%	.	.	i	1.6	i	14	1.5%	-1.0%	.	.	3%	5%
CCOC(=O)C(Cc1ccc(NC(=O)/C(=C/c2ccccc2)NC(=O)c2ccccc2)cc1)N1C(=O)c2ccccc2C1=O (stereo unspecified)
  13%	-7	-13	i	0.1	i	4	-0.6%	?	1.7	1463	5%	11%
c1ccc(-c2cc3c(nn2)CCc2nonc2-3)cc1
  26%	22	21	i	1.7	i	46	0.1%	-0.1%	0.9	958	0%	-1%
Cc1nn(C(=O)CNC(=O)c2ccccc2)c(C)c1C
  2%	-4	2	i	0.0	i	23	0.0%	0.0%	-1.5	1102	-4%	28%
O=C(COC(=O)c1n[nH]c(=O)c2ccccc12)c1ccc(Cl)cc1
  -2%	-2	6	i	0.4	i	44	1.2%	.	-0.1	1368	8%	4%
CS(=O)(=O)Nc1ccc(C2=NN(C(=O)c3ccco3)C(c3ccccc3)C2)cc1 (stereo unspecified)
  -11%	-14	-13	i	0.1	i	0	5.4%	1.2%	-0.2	944	5%	5%
Cc1noc(NS(=O)(=O)c2ccc(N/C=C\C(=O)c3ccc(F)cc3)cc2)c1C
  -9%	4	2	i	0.3	i	48	0.1%	0.8%	1.0	1432	.	6%
Cc1ccc(C)c(OCCC(=O)OCC(=O)N(C)c2c(N)n(Cc3ccccc3)c(=O)[nH]c2=O)c1
  9%	.	.	i	0.8	i	46	1.6%	.	.	.	3%	11%
CN(CCOc1ccccc1)C(=S)Nc1ccc(OC(F)F)cc1
  -4%	.	.	i	0.3	i	22	2.1%	0.3%	.	.	5%	8%
Cc1cc(/C=c2/sc3nc4ccccc4n3c2=O)c(C)n1-c1ccccn1
  -3%	19	31	i	0.8	i	1	5.0%	0.3%	0.9	1486	17%	4%
COc1cc2c(cc1OC)CN(c1nc(CN3CCCCC3)nc3sc4c(c13)CCCC4)CC2
  -11%	7	23	i	0.0	i	40	?	-0.9%	.	.	9%	2%
Cc1ccc(S(=O)(=O)N2CCC(C(=O)NCC(C)(C)N3CCOCC3)CC2)c(C)c1
  .	.	.	i	1.0	i	17	-0.6%	.	.	.	0%	.
Cc1[nH]c2ccccc2c1C(=O)C(=O)N1CCN(c2ccccc2)CC1
  -1%	.	.	i	0.6	i	52	3.6%	-0.8%	.	.	-9%	9%
Cc1ccc(C)c(CN2C(=O)COc3ccccc32)c1
  8%	.	.	i	0.4	i	63	8.1%	-0.5%	.	.	6%	-1%
COc1cc(C(=O)NNC(=O)c2cc(S(=O)(=O)N(C)C)ccc2N2CCCC2)cc(OC)c1OC
  .	.	.	i	0.7	i	37	1.6%	.	.	.	10%	.
CCOc1cc(CNCc2ccccn2)cc(Cl)c1OCC
  3%	-33	5	i	1.2	i	48	-0.2%	-1.1%	1.4	1505	-6%	4%
COc1ccc(N(CC(=O)Nc2ccccc2OC)S(=O)(=O)c2ccccc2)cc1Cl
  1%	.	.	.	.	i	45	10.0%	-0.7%	.	.	7%	13%
COc1ccc2c(C)c(CC(=O)N3CCN(C(=O)C4COc5ccccc5O4)CC3)c(=O)oc2c1 (stereo unspecified)
  -6%	.	.	?	.	i	5	4.1%	-0.4%	.	.	8%	7%
Cc1cccc(NC(=O)COc2ccccc2C)n1
  3%	-5	14	.	.	i	10	1.9%	0.3%	-0.1	962	-3%	1%
CCc1ccccc1NC(=S)NCc1ccc2c(c1)OCO2
  5%	16	13	i	6.9	i	57	0.1%	.	-3.3	1381	7%	-4%
Cc1cc(N2CCN(C)CC2)nc2ccc(NC(=S)NCCN3CCc4ccccc4C3)cc12
  17%	11	10	i	0.0	i	22	-2.1%	0.1%	-2.4	1094	26%	20%

# 2 entries drawn at random from those above:
# Results follow in this order: Salmonella PhoP GFP	WT yeast gro inh	WT yeast gro inh mutant strain	Myeloid diff MLP	Myeloid diff MLP GFP+ MAC1+ %	T cell modulator	T cell modulator vesicle-bound %	RSV antiviral HEp-2	West Nile virus CPE	bCat nuc transl	bCat nuc transl cell count 5 µM	MgcRacGAP inhibition	SV40 large T antigen
COC(=O)c1ccc(S(=O)(=O)c2ccc(Cl)cc2)c(N)c1
  -1%	.	.	i	0.7	i	24	14%	-0.6%	.	.	5%	13%
CC1CCN(C(=O)c2ccc3c(c2)OCCO3)CC1
  -13%	2	8	i	0.3	i	5	-1.1%	0.6%	.	.	8%	6%
